Cycloheximide cs = counter-screen for Shiga toxin inhibitors: cycloheximide protein synthesis inhibition; cell reporter, cycloheximide protein synthesis inhibition counterscreen; max response, %; hit rate 12% among 300,000; AID 2314; in the data active = max response mostly above about 13%, no sharp cut-off; inactive = mostly below about 14%; note: read at 38.3 µM for the half of the compounds with a filed dose; 0% is about no effect
Giardia FBPA inh = inhibitors of Giardia lamblia fructose-1,6-bisphosphate aldolase. A8B2U2. purified Giardia FBPA. Potency, µM (titrated, usually from 59.6 µM), without a hit: at the top dose activity, negative = inhibition, most hits filed as inhibitors. hit rate 0.71% among 290,000; note: potency is the fitted concentration of half-maximal effect; % is set by controls: 0 for no effect and ±100 for the full control effect; nearly all actives have a fitted effect of over 55% in size
Target sequence (A8B2U2 whole entry, looked up): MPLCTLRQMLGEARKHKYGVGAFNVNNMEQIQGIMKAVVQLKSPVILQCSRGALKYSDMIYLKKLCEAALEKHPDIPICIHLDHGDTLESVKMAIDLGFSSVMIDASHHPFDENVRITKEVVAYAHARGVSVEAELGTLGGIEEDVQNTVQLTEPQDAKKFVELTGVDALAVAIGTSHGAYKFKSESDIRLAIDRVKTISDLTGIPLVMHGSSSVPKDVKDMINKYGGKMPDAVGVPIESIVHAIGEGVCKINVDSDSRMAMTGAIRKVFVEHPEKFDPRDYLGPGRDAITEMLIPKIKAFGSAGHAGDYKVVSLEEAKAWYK
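40 nM FBPA preincubated 10 min at RT with compound (up to 57.5 uM final), then substrate plus GAPDH/TPI/NAD/arsenate coupling and diaphorase/resazurin added. Fluorescence read after 20 min at RT, 525/598 nm.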
Pf growth 48h = P. falciparum growth inhibition at 48 hours (one generation). P. falciparum luciferase growth in erythrocytes, 48 h. Potency, µM (doses to about 28.7 µM), for the others: at the highest dose activity change, negative = inhibition, most hits filed as inhibitors. hit rate 5.9% among 310,000. AID 504832; note: potency is the fitted concentration of half-maximal effect; % is set by controls: 0 for no effect and ±100 for the full control effect
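Here the parasites carry a stable luciferase gene and grow inside erythrocytes in Albumax-based RPMI medium with compound for one erythrocytic cycle. Activity is scored as loss of luminescent signal.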
Shiga inhibitor = Shiga toxin inhibition | Vero cells, Shiga toxin protein synthesis inhibition reporter | inhibition, % at 38.7 µM | hit rate 9.2% among 290,000 | AID 2315; in the data active = inhibition mostly above about 28%, no sharp cut-off; inactive = mostly below about 43%; note: 0% is about no effect
Sm TGR block = S. mansoni TGR enzyme inhibition | Q962Y6 | purified TGR, DTNB reduction, TNB absorbance 405 nm | Potency, µM (doses to about 114 µM), inactives show at the top dose activity change, negative = inhibition, hits mostly inhibitors | hit rate 3% among 360,000; note: potency is the fitted concentration of half-maximal effect; % is set by controls: 0 for no effect and ±100 for the full control effect; nearly all actives have a fitted effect of over 60% in size
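First, TGR (20 nM dispensed) and NADPH were mixed with compound. Second, a 15 min room-temperature incubation followed. Third, further NADPH and then DTNB were added to start the reaction. Finally, TNB absorbance was monitored kinetically.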
Pf growth 96h = P. falciparum growth inhibition at 96 hours; P. falciparum luciferase reporter growth, 96 h; Potency, µM (series often up to 28.7 µM), for inactives: at the top dose activity change, negative = inhibition, most hits filed as inhibitors; hit rate 6.9% among 320,000; note: potency is the fitted concentration of half-maximal effect; % is set by controls: 0 for no effect and ±100 for the full control effect
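P. falciparum expressing integrated firefly luciferase grown in erythrocytes (2% hematocrit, 0.05% parasitemia final) with compounds for 96 hours at 37 C, 5% CO2. Growth inhibition read as loss of luminescence after adding luciferase detection reagent.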
Starred values were filed as active, the others as inactive; ? = inconclusive; nt = no result given; [ ] = dose if it differs, or a comment. Unless noted, calls come from the whole dose curve; as a rule, active = well fitted curve in the direction sought with a large enough effect; inconclusive = small, poorly fitted or top-dose-only effect, or another doubt; inactive = no such curve, though single readings can be large; an effect the other way counts as inactive or inconclusive.

SMILES	Cycloheximide cs	Giardia FBPA inh	Pf growth 48h	Shiga inhibitor	Sm TGR block	Pf growth 96h
O=C(OCc1ccccc1)/C(=C(\O)c1ccccc1Br)c1ccc(-c2ccccc2)cn1	nt	nt	?	nt	-2%	1%
CCOC(=O)COc1cccc2c(=O)n(CC(=O)NCc3ccc4c(c3)OCO4)ccc12	-2	0%	12%	-2	6%	1%
Cc1ccc2c(C)c(C(=O)N(Cc3ccncc3)CC3CCCO3)oc2c1C (stereo unspecified)	-2	nt	7%	-22	3%	5%
COc1ccc(CCNC(=O)c2c(N)n(CCN3CCOCC3)c3nc4ccccc4nc23)cc1	-3	0%	?	4	-12%	46%[activator]
O=C(NCCCN1CCOCC1)c1ccc2c(c1)N(Cc1ccccc1)C(=O)c1ccccc1S2=O (stereo unspecified)	-3	nt	?	-7	5%	7%
CCN(CC)S(=O)(=O)c1ccc(OC)c(NC(=O)COc2ccccc2[N+](=O)[O-])c1	-2	-1%	15%	13	0%	-1%
COc1ccc(-c2c(-c3cc(OC)cc(OC)c3)n(C)c3ccc(-c4ccc(SC)cc4)cc23)cc1	nt	nt	38%[activator]	nt	-2%	49%[activator]
O=C(N/C(=C/c1cccs1)c1nc2ccccc2[nH]1)c1ccccc1	-4	-3%	5%	-5	4%	?
COc1ccc(/C=N/NC(=O)C2(C)NC(C)(C)Cc3ccccc32)cc1 (stereo unspecified)	3	8%	13%	-10	nt	403%[activator]
CC(=O)N1CCc2cc(S(=O)(=O)NC(Cc3ccccc3)C(=O)Nc3cc(C)ccn3)ccc21 (stereo unspecified)	-1	0%	nt	3	0%	?
O=C(Nc1c2c(nn1-c1cccc(Cl)c1)CS(=O)(=O)C2)c1ccco1	-2	-7%	-4%	-8	45µM*	?
CCC(=O)NCCc1cc2ccc(C)c(C)c2[nH]c1=O	-4	8%	16%	-6	-8%	43%[activator]
COc1ccc(/C=N/NC(=O)CCC(=O)Nc2ccccc2)cc1OC	-2	0%	4%	-14	4%	-7%
O=C(O)c1ccccc1C(=O)c1cccc2ccccc12	-3	-8%	8%	-6	-1%	45%[activator]
CC(C)Oc1ccc(N2CC(C(=O)Nc3ccccc3F)CC2=O)cc1 (stereo unspecified)	-2	0%	9%	-8	1%	nt
COC(=O)c1ccccc1NC(=O)COc1ccccc1[N+](=O)[O-]	4	-17%	13%	9	-10%	-25%
O=C(O)c1cccc(-n2c(/C=C/c3ccccc3)nc3ccccc3c2=O)c1	3	-2%	-21%[0.00184 µM]	-10	?	-26%
COc1ccccc1CCc1nnc(CCC(=O)NC(C)Cc2cccc(C)n2)o1 (stereo unspecified)	1	6%	-14%	36	0%	7%
COc1ccc(C(CNC(=O)C(CCSC)NC(=O)c2ccccc2Cl)N2CCCC2)cc1 (stereo unspecified)	nt	nt	?	nt	-1%	?
CN1CCC(N(C)CC(O)c2ccccc2)CC1 (stereo unspecified)	-1	?	5%	-6	13µM*	-10%
CN(Cc1ccccc1)CC1CCCN(CCc2ccccc2F)C1 (stereo unspecified)	-3	3%	?	-6	-7%	?
Cc1cc(C)nc(SCC(=O)Nc2ccnc3ccccc23)n1	12	-1%	21%[5.75 µM]	20	0%	139%[activator]
O=C(NCc1ccccc1)c1c(O)c2ccccc2[nH]c1=O	0	10%	-6%	-8	-5%	0%
CCc1nnc(NC(=O)c2cc(S(=O)(=O)N(C)c3ccc(OC)cc3)ccc2Cl)s1	-4	nt	-18%	-16	-23%	22%
COC(=O)c1cc2ccsc2n1Cc1nc(-c2ccc(OC)cc2)oc1C	2	2%	?	-2	-2%	58%[activator]
COc1cccc(/C=N/NC(=O)CN2CC(c3ccccc3)CC2=O)c1O (stereo unspecified)	34*	-27%	7%	40*	-9%	?
COc1ccc(CCN(C(=O)/C=C/C(=O)O)C2CC(=O)N(c3ccccc3)C2=O)cc1 (stereo unspecified)	0	3%	18%	-8	-2%	-5%
Cc1ccccc1COc1ccc(/C=N/NC(=O)c2nnn(-c3nonc3N)c2CN2CCC(C)CC2)cc1	21*	-27%	?	24	2%	?
CCc1ccccc1NC(=O)C1c2ccccc2Oc2ccccc21	-6	0%	26%	-3	3%	-15%
CNC(=S)N/N=C1\C2CN3CCN(C2)CC1(c1ccccc1)C3	0	-21%	-13%	14	-27%	4%
COCCCNC(=S)NNC(=O)c1cc(C2CC2)nc2ccccc12	2	3%	?	-14	-13%	-35%
COc1ccc(/C=N/Nc2ncc(Br)cn2)c(OC)c1	46*	0%	174%[activator]	51*	4%[57.1 µM]	6%
O=C1c2ccccc2C(=O)N1CN(C(=O)c1ccccc1[N+](=O)[O-])c1ccc(F)cc1	1	0%	12%	-6	5%	?
Cc1ccc(CC(=O)Nc2cccnc2)cc1	4	4%	14%[5.75 µM]	36	2%	21%
CCCCOC(=O)C(C)Sc1n[nH]c(=O)[nH]c1=O (stereo unspecified)	-10	-2%	-17%	-28	8%	?
Cc1ccccc1C(=O)Nc1ccnn1C1CCN(CCCc2ccccc2)CC1	5	nt	?	9	16%	15µM*

One compound at a time (already shown):
`Cc1ccccc1C(=O)Nc1ccnn1C1CCN(CCCc2ccccc2)CC1` in the list: Cycloheximide cs: 5; Giardia FBPA inh: nt; Pf growth 48h: ?; Shiga inhibitor: 9; Sm TGR block: 16%; Pf growth 96h: 15µM*
`Cc1cc(C)nc(SCC(=O)Nc2ccnc3ccccc23)n1` in the list: Cycloheximide cs: 12; Giardia FBPA inh: -1%; Pf growth 48h: 21%[5.75 µM]; Shiga inhibitor: 20; Sm TGR block: 0%; Pf growth 96h: 139%[activator]
`COc1ccccc1CCc1nnc(CCC(=O)NC(C)Cc2cccc(C)n2)o1` (stereo unspecified) in the list: Cycloheximide cs: 1; Giardia FBPA inh: 6%; Pf growth 48h: -14%; Shiga inhibitor: 36; Sm TGR block: 0%; Pf growth 96h: 7%

Further structures
SMILES	Cycloheximide cs	Giardia FBPA inh	Pf growth 48h	Shiga inhibitor	Sm TGR block	Pf growth 96h
CCn1c(SCC(=O)NCc2ccccc2)nc2nc3c(cc2c1=O)CCCC3	-4	0%	-20%	-9	4%	?
N/C(CS(=O)(=O)c1ccccn1)=N\OC(=O)c1ccc(Cl)cc1	26*	2%	22%	35	0%	27%
O=C(COc1cc(F)ccc1[N+](=O)[O-])Nc1cccc(S(=O)(=O)NC2=NCCC2)c1	nt	nt	-27%	nt	-4%	30%
COC(=O)C(C)(C)ONC(=O)Nc1ccccc1	-2	7%	16%	28	7%	0%
Cc1ccc(-n2cc(CN(C)CCc3cn[nH]c3)c(-c3cccc(C)c3)n2)cc1	1	3%	?	8	10%	3%
C/C(=N\NC(=O)c1ccc(CSc2nncn2C)cc1)c1ccc(Cl)cc1	-2	-3%	-6%	15	-12%	?
CC(C)(C)NC(=O)c1cccc(NC(=O)CSc2ccc(Cl)cc2)c1	7	7%	4%	-11	-6%	?
O=C(NC1CC2CCCC(C1)N2C(=O)Nc1cccc(F)c1)C1CC1 (stereo unspecified)	1	-1%	1%	1	-16%	25%
O=C(NCc1ccccn1)c1ccc(OC2CCN(Cc3ccc(Cl)s3)CC2)cc1	3	nt	?	4	-32%	?
O=C(CSc1nc(O)c(C2CCCCC2)c(=O)[nH]1)N1CCOCC1	-2	-3%	-20%	-8	1%	?
CCOC(=O)c1cccc(OCC(O)CNCCOc2ccccc2F)c1 (stereo unspecified)	-3	?	7%	-4	-16%	11%
Cc1ccc(NC(=O)C2OCCc3ccccc32)cc1 (stereo unspecified)	40*	10%	46%[activator]	79*	-3%	48%[activator]
C[C@@H](C(=O)N1CCN(C(=O)OC(C)(C)C)CC1)n1cc(CCC(=O)O)nn1	0	13%	33%[activator]	13	24%	39%[activator]
CC1(C#CC[N+]2(C)CCCCC2)CCC2C(O1)c1ccccc1OC2(C)C (stereo unspecified)	-6	?	12µM*	-17	-1%	3.7µM*
COc1c(O)c(O)c2oc(-c3ccccc3)cc(=O)c2c1OC	-2	-12%	?	-3	-8%	?
COc1ccc(-c2nn(-c3ccccc3)cc2C(=O)Nc2nc(CC(C)=O)ns2)cc1	9	5%	-14%	-2	5%	?
CCn1c(CNC(=O)c2ccccc2)nnc1SCC(=O)N1CCN(c2ccccc2)CC1	-2	3%	?	13	-25%	?
Cc1cc(N2CCN(S(=O)(=O)c3ccc(Cl)c(Cl)c3)CC2)c2ccccc2n1	0	9%	12µM*	5	nt	1%
O=c1nc(Nc2ccc([N+](=O)[O-])cc2)[nH]c(=O)[nH]1	-1	-7%	nt	-3	7%	-8%
CC1CC1c1ccc(/C=C(\C#N)C(=O)Nc2ccc(Cl)cc2)o1 (stereo unspecified)	63*	-2%	134%[activator]	113*	2%	106%[activator]
COc1ccc2nc(NCc3cccnc3)sc2c1	22*	-6%	16%	49*	?	?
COc1ccc(Cl)cc1NC(=O)N1CCN(C2CCCCC2)CC1	1	0%	7%	-10	0%	nt
Cc1ccc(C(=O)N/C(=C\c2ccc(-c3ccccc3[N+](=O)[O-])o2)C(=O)NCCCN(C)C)cc1	10	?	2.6µM*	15	8.9µM*	5.2µM*
C(=N/Nc1cc(N2CCOCC2)nc(N2CCOCC2)n1)/c1ccccc1	-5	-17%	-24%	7	2%	?
CCc1nnc(NC(=O)C2CCCN2C(=O)Nc2ccccc2)s1 (stereo unspecified)	5	1%	6%	10	1%	14%
NS(=O)(=O)c1ccc(CCNC(=O)CNCCc2ccccc2)cc1	1	?	0%	-14	-11%	-6%
Cc1ccc(C(=O)OCC(=O)Nc2ccccc2C(F)(F)F)cc1S(=O)(=O)N1CCCCC1	nt	nt	?	nt	0%	9%
COCCNC(=O)/C(C#N)=C/c1ccc(OC(=O)c2cccs2)c(OC)c1	9	-7%	14%	4	0%	-7%
O=C(CNC(=O)COc1ccccc1)NCCc1ccccn1	6	6%	-2%	-6	7%	-24%
COc1ccccc1CNC(=O)COC(=O)COc1ccccc1F	nt	nt	17%	nt	-10%	-14%
O=C(Nc1cccc(C(F)(F)F)c1)C1CCCN(c2ncccn2)C1 (stereo unspecified)	-2	-28%	0%	6	1%	17%[5.75 µM]
CC(=O)c1ccc(Nc2cc(C)nc3ccccc23)cc1	18*	7%	?	37	11%	?
CCOC(=O)c1c(NC(=O)c2c(N)n(CCCOC)c3nc4ccccc4nc23)sc2c1CCCC2	-2	nt	?	-1	5%	?
COc1ccc(-c2cn(-c3ccc(C)cc3)c(=O)n2CC(=O)Nc2ccc(OC)c(OC)c2)cc1	12	-6%	15µM*	41	-3%	nt
COc1ccc(N(CN2C(=O)C3CC=CCC3C2=O)C(=O)c2ccco2)cc1 (stereo unspecified)	1	0%	-6%	-1	-3%	1%
COc1ccc(C(CNC(=O)C2CCN(S(=O)(=O)c3ccc(F)cc3)CC2)N(C)C)cc1 (stereo unspecified)	3	-4%	-2%	1	-24%	3%

Fetched by compound from above:
SMILES	Cycloheximide cs	Giardia FBPA inh	Pf growth 48h	Shiga inhibitor	Sm TGR block	Pf growth 96h
CCn1c(CNC(=O)c2ccccc2)nnc1SCC(=O)N1CCN(c2ccccc2)CC1	-2	3%	?	13	-25%	?
COc1ccc(Cl)cc1NC(=O)N1CCN(C2CCCCC2)CC1	1	0%	7%	-10	0%	nt
CC(C)Oc1ccc(N2CC(C(=O)Nc3ccccc3F)CC2=O)cc1 (stereo unspecified)	-2	0%	9%	-8	1%	nt

Following part.
SMILES	Cycloheximide cs	Giardia FBPA inh	Pf growth 48h	Shiga inhibitor	Sm TGR block	Pf growth 96h
Cc1ccc(-c2ccnc3c(Br)c(C)nn23)cc1	-4	1%	nt	18	1%	2%
Cc1nc(N2CCN(c3ccccn3)CC2)c2c(C)c(C(=O)N3CCN(c4ccccc4F)CC3)sc2n1	-4	nt	8.3µM*	-3	-13%	24%
CCc1cn(S(=O)(=O)c2ccccc2OC)nc1N	-2	4%	nt	30	-19%	41%[activator]
Oc1ccc(Br)cc1/C=N/N1CCN(Cc2ccccc2)CC1	-3	0%	19%	3	36%	39%
CN(C(=O)COC(=O)c1cc2ccccc2cc1O)C1CCCCC1	nt	nt	-17%	nt	0%	-9%
